m-calpain inh: inhibitors of pig calpain II, primary screen, biochemical, fluorogenic peptide substrate, 1536-well; purified calpain II, 30 min; inhibition, % at 16 µM; 220,000 tested, 0.37% active; AID 1236, 2008;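 active = inhibition above about 50%, limit read from the data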
thrombin 1536: human alpha-thrombin inhibitors, primary screen, counter-screen for coagulation protease inhibitor project, biochemical, 1536-well, fluorogenic AMC substrate. inhibition, % at 5 µM. 220,000 tested, 0.26% active. AID 1046, 2008. Prothrombin (Homo sapiens), P00734. Boc-VPR-AMC fluorogenic substrate cleavage;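 active = inhibition at or above 40%; inactive = inhibition below 40%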;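 also: 0% = enzyme with no compound and 100% = wells without enzyme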
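Test system: human alpha-thrombin protein / Dosing: one concentration per compound, 5 µM, with 0.2% DMSO / Medium: pH 7.5 Tris-saline with Tween 20 / Benchmarks: no-compound enzyme wells and no-enzyme blanks / Read-out basis: percent inhibition of thrombin substrate cleavage / Timing: reaction at room temperature / Measured by: fluorescence, ex 355 nm, em 460 nm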
Furin inh: human furin inhibitors, primary screen, biochemical, fluorescence intensity; P09958; purified furin, fluorogenic substrate cleavage; inhibition, % at 30 µM; 220,000 tested, 0.061% active; in the data active = inhibition above about 25%; also: inactives centre near -15
EBV gp42 block: Epstein-Barr virus gp42 inhibitors, primary screen, biochemical, uHTS, fluorescence polarization; Glycoprotein 42 (Epstein-Barr virus (strain AG876)), Q1HVG2; Fluorescence polarization binding assay, mP read-out; inhibition, % (tested at 21.74 µM); 220,000 tested, 0.42% active; in the data active = inhibition above about 50%
Target sequence (Q1HVG2 whole entry, looked up): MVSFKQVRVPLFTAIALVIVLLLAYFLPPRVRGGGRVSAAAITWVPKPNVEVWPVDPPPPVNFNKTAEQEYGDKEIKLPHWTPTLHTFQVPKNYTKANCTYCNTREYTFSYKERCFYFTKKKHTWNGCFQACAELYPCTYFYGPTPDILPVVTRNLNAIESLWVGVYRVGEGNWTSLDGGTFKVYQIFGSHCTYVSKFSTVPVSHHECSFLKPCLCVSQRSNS
zfTRPN1 agonist: zebrafish TRPN1 channel agonists, primary screen, cell-based, HEK293, calcium fluorescence; transient receptor potential cation channel N1 (TRPN1/NompC), Danio rerio; activation, % at 3 µM; HEK293 zebrafish TRPN1-YFP, Fluo-8 calcium fluorescence; 100% = response to 87 µM carbachol; 220,000 tested, 0.18% active;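 active = activation above its plate's cutoff, the mean activation of test wells on that plate plus 3 SD, cut at about 19% in these data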;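 also: 0% = DMSO alone and 100% = 87 µM carbachol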
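Control set: carbachol 87 µM as high control, DMSO as low control; system: HEK293 stable line with zebrafish TRPN1-YFP; read-out: % activation versus carbachol response; detection: intracellular calcium fluorescence with Fluo-8; doses: single test compound dose, 3 µM nominal, 0.3% DMSO; schedule: dye 1 h 37 °C plus 30 min RT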
TRPML3 agonist: human TRPML3 channel agonists, primary screen, cell-based, HEK293 TRPML3-YFP, Fluo-8 calcium fluorescence, 3 µM; Mucolipin-3 (Homo sapiens), Q8TDD5; 100% = the carbachol control signal; activation, % at 3 µM; 220,000 tested, 0.29% active; AID 1448, 2008;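 active = activation above its plate's cutoff, the mean activation of the plate's test wells plus 3 SD, cut at about 12% in these data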;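 also: 0% = DMSO only wells and 100% = carbachol wells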
Target sequence (Q8TDD5 whole entry, looked up): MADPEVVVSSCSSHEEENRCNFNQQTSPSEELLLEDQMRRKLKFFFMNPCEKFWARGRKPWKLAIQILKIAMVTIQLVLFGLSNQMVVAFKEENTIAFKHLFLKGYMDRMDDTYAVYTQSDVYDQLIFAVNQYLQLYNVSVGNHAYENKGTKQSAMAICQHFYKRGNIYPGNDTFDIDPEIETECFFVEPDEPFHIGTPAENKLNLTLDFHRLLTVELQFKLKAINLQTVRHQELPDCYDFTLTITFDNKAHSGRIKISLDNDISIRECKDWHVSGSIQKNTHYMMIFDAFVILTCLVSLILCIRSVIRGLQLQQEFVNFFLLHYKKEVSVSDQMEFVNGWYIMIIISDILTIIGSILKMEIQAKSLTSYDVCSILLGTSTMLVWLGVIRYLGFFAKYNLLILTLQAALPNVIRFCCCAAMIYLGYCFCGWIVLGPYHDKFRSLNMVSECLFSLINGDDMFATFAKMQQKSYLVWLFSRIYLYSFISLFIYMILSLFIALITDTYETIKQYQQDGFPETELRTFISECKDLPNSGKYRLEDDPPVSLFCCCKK
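Material: HEK293 cells stably carrying human TRPML3-YFP; compound dosing: single dose, 3 µM final nominal compound, 0.3% DMSO final; incubation: 1-h 37 °C dye load, 5-s basal, 120-s post-compound reads; technique: Fluo-8 intracellular calcium fluorescence, excitation 470-495 nm, emission 515-575 nm; read-out basis: percent activation from peak-to-basal fluorescence ratio, scaled between DMSO and carbachol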
Cl transport mod: KCC2 cotransporter modulators, thallium flux, primary screen, cell-based, HEK293 KCC2, FluoZin-2 fluorescence, MLSMR. KCC2 cells, thallium flux FluoZin-2 fluorescence. 190,000 tested, 2.2% active. Solute carrier family 12 member 5 (Homo sapiens), Q9H2X9. B-score of Tl+ flux slope (higher = more flux/activation; lower = inhibition) at 10 µM;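 active = thallium flux slope and its plate-corrected score both differing from the plate sample mean at a set confidence after two filtering rounds, in either direction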;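 also: slope of fluorescence scaled to starting intensity during 10 to 20 s after thallium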
PPC-1+TRAIL kill: compounds killing PPC-1 cancer cells with TRAIL present, primary screen, TRAIL potentiator project, ATPLite luminescence, uHTS; PPC-1 cells + TRAIL, ATPLite viability luminescence; cell killing (% activity), % at 4 µM; 220,000 tested, 0.41% active;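 active = cell killing above 50% in the first pass at 4 µM, then a duplicate retest at 5 µM averaging 50% or more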;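 also: plate controls were cells with TRAIL plus DMSO for no effect and medium-only wells lacking cells for full effect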
TbHK1 inh: Trypanosoma brucei hexokinase 1 inhibitors, primary screen, biochemical, G6PDH-coupled NADH absorbance, MLSCN library; 220,000 tested, 0.11% active; inhibition, % at 10 µM; recombinant TbHK1, G6PDH-coupled NADH A340;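 active = inhibition of 50% or more in the single-dose primary screen; inactive = inhibition below 50%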
The depositor's hits bear a star; i = inactive; / = no result given; [ ] = remark or other dose. Compounds as they come; overall some 3.6% were active at least once.

SMILES	m-calpain inh	thrombin 1536	Furin inh	EBV gp42 block	zfTRPN1 agonist	TRPML3 agonist	Cl transport mod	PPC-1+TRAIL kill	TbHK1 inh
CCC(=O)Nc1cccc(C2=NOC3(C2)C[C@@H](C(N)=O)N(C(=O)C(c2ccccc2)c2ccccc2)C3)c1 (stereo partly drawn)	-68	-1	-29	-13	/	/	0.3	22	-17
CCCCn1c(=O)c2ccccc2c2ccccc2c1=O	12	-4	-12[20 µM]	-4	-1.6	0.1	-1	40	-5
COc1ccc(NC(=O)/C=N/O)cc1	-13	-6	-31	-12	1.7	0.7	0.61	9	-1
Nc1c(S(=O)(=O)c2cccs2)c2nc3ccccc3nc2n1CC1CCCO1 (stereo not drawn)	i	-9	-14[20 µM]	31	1.5	0.7	-0.87	11	-1
Cc1ccc(-n2cc(-c3ccccc3)[nH]c2=O)cc1F	16	1	-23	-18	2.0	0.4	1.3	29	4
O=C(CSc1nnc(NC(=O)Cc2ccccc2)s1)NCc1ccco1	-37	0	-23	7	-0.6	0.3	0.092	14	-11
Cc1onc(-c2ccccc2)c1C(=O)Nc1sc2c(c1C#N)CCC2	-58	-3	1	-15	1.0	2.1	-0.24	20	-4
Cc1ccc(C)c(-n2nnnc2SCC(=O)Nc2cccc(-c3nnc4n3CCCCC4)c2)c1	-3	-3	-9	-14	-1.1	-0.3	/	2	-1
O=C1c2ccccc2NC2CCCCCN12 (stereo not drawn)	-344	-3	22[20 µM]	-15	1.4	0.8	1.3	1	1
Cc1cc(C)n(CC(O)Cn2ccc3ccccc32)n1 (stereo not drawn)	-18	-2	-11[20 µM]	-22	1.7	0.5	/	7	-4
Nc1cccc(C(=O)Nc2ccc3nc(-c4cccnc4)[nH]c3c2)c1	11	-4	-11	-16	-0.9	0.8	-0.095	4	-20
CCS(=O)(=O)N1CCN(Cc2ccc([N+](=O)[O-])cc2)CC1	-1	-11	-20	-7	1.6	1.2	1.3	5	-8
CCOC(=O)c1c(C)[nH]c(/C(C)=N/O)c1C	5	-8	-26	-2	-0.3	-0.4	/	14	5
O=C(CSc1nnc(Cc2cccs2)n1CCc1ccccc1)N1CCCc2ccccc21	-12	-6	-19[20 µM]	-17	-0.3	-0.2	-0.94	1	2
COCCn1c(=O)[nH]c2cc(C(=O)NC(C)C)ccc2c1=O	-36	-2	-20	-3	1.4	0.9	2.4	22	-3
COc1ccc(OC)c(-n2c(Cn3c(-c4ccccn4)nc4ccccc43)n[nH]c2=S)c1	11	-6	-19	-4	-1.4	0.8	0.84	9	-6
Cc1[nH]c2ccccc2c1CC(=O)O	-21	4	2	-17	1.0	0.8	/	16	3
CC(C)(C)S(=O)(=O)c1cnc(-c2ccc(Cl)cc2)nc1N	12	-3	-17	3	3.0	2.3	1.8	12	1
O=C(/C=C/c1cccnc1)c1ccc(O)cc1	-14	0	-20	-4	1.4	1.1	0.19	20	-37
COC(=O)c1ccc(C(=O)OC)c(NS(C)(=O)=O)c1	1	-3	18[20 µM]	0	-0.5	0.8	0.009	-19	-6
O=C(c1ccccc1)c1ccccc1N1C(=O)C=CC1=O	-15	-2	-20	-26	1.8	2.6	/	20	-11
COCCCNC(NC(=O)c1ccc(Br)cc1)C(Cl)(Cl)Cl (stereo not drawn)	-22	-11	-13	-5	-1.1	0.0	1.2	0	-9
C=CCn1c(SCc2nc3sc(C(=O)O)c(C)c3c(=O)[nH]2)nnc1-c1ccc(C(C)(C)C)cc1	-6	-1	-8	8	0.9	0.5	-0.35	-2	-16
Cc1cc(Cc2ccc(N)c(C)c2)ccc1N	-6	-1	-28	-5	2.2	1.2	0.67	8	-3
CC(OC(=O)Cc1c(F)cccc1Cl)C(=O)NCCC1=CCCCC1 (stereo not drawn)	-3	0	-8	-12	-2.5	-0.8	-0.5	-12	38
COc1ccc(Cc2nnc(N/N=C/c3ccc(C)o3)[nH]c2=O)cc1	-5	9	-19	-7	1.0	0.6	0.31	1	-1
CC(C)n1cc(/C=N/NC(=O)COc2cccc3cccnc23)c2ccccc21	-2	0	1	-12	-2.4	-0.4	-0.36	11	-22
COC(=O)c1cccc(NC(=O)CSc2nnc(C)n2Cc2ccccc2)c1	-9	2	-23	-22	0.0	-0.2	-2.8	-7	1
COc1cccc(Nc2nc(CC(C)=O)ns2)c1	-51	5	-19[20 µM]	-5	-0.4	0.9	0.76	2	-5
CC1CCCN(C(=O)C2CCN(CC(C)c3ccccc3)CC2)C1 (stereo not drawn)	-10	-2	16[20 µM]	-6	1.1	0.2	-0.011	-10	2

An excerpt of these results, with two lines to a compound:
Sequence of screens – m-calpain inh | thrombin 1536 | Furin inh | EBV gp42 block | zfTRPN1 agonist | TRPML3 agonist | Cl transport mod | PPC-1+TRAIL kill | TbHK1 inh
O=C(/C=C/c1cccnc1)c1ccc(O)cc1
  -14 | 0 | -20 | -4 | 1.4 | 1.1 | 0.19 | 20 | -37
C=CCn1c(SCc2nc3sc(C(=O)O)c(C)c3c(=O)[nH]2)nnc1-c1ccc(C(C)(C)C)cc1
  -6 | -1 | -8 | 8 | 0.9 | 0.5 | -0.35 | -2 | -16
CCCCn1c(=O)c2ccccc2c2ccccc2c1=O
  12 | -4 | -12[20 µM] | -4 | -1.6 | 0.1 | -1 | 40 | -5

Further records
SMILES	m-calpain inh	thrombin 1536	Furin inh	EBV gp42 block	zfTRPN1 agonist	TRPML3 agonist	Cl transport mod	PPC-1+TRAIL kill	TbHK1 inh
N#Cc1cccc(NC(=O)CSc2ccccc2)c1	3	-1	-12[20 µM]	-2	-0.2	0.6	-0.78	-4	1
CS(=O)(=O)N(CC(=O)NCCSCc1ccccc1)c1ccc2c(c1)OCO2	18	21	-6	-1	0.3	-0.2	-0.31	22	11
Cc1oc(/N=C/c2cccc3ccccc23)c(C#N)c1C	7	-2	-24	-11	1.1	1.6	-0.75	8	2
Cc1cc(NC(=O)c2cc(Cl)ccc2Cl)no1	1	-1	-10	-14	-1.9	1.0	0.1	4	3
O=C(O)C1CSC2(c3ccc4c(c3)OCCO4)CCC(=O)N12 (stereo not drawn)	-29	-1	-19	-15	2.0	0.2	/	10	2
COc1cc(NC(=O)c2ccccc2F)ccc1NC(=O)c1ccccc1Cl	-137	-13	-3	-8	0.2	0.8	1.4	3	-5
COc1ccc(NC(=O)c2cc(C)n(Cc3cccs3)c2C)cc1	3	-4	-19	-11	-0.8	0.3	-0.25	40	-10
O=C(NNC(=O)C1CCN(Cc2cccc(F)c2)CC1)c1cccs1	-20	-2	-24	-1	1.0	1.3	0.24	13	-6
COC(=O)CCc1nc2ccccc2[nH]c1=O	-52	-3	-18[20 µM]	-19	0.4	0.1	-0.13	2	-13
CCOC(=O)NCCc1c(C)nc2c(c(C)nn2C(C)(C)C)c1C	1	1	-23	-3	-1.8	-1.0	-1.6	-6	-4

Brought forward from above: 4 compounds; new compounds follow.
SMILES	m-calpain inh	thrombin 1536	Furin inh	EBV gp42 block	zfTRPN1 agonist	TRPML3 agonist	Cl transport mod	PPC-1+TRAIL kill	TbHK1 inh
COc1ccc(NC(=O)c2cc(C)n(Cc3cccs3)c2C)cc1	3	-4	-19	-11	-0.8	0.3	-0.25	40	-10
O=C(NNC(=O)C1CCN(Cc2cccc(F)c2)CC1)c1cccs1	-20	-2	-24	-1	1.0	1.3	0.24	13	-6
COC(=O)CCc1nc2ccccc2[nH]c1=O	-52	-3	-18[20 µM]	-19	0.4	0.1	-0.13	2	-13
CCOC(=O)NCCc1c(C)nc2c(c(C)nn2C(C)(C)C)c1C	1	1	-23	-3	-1.8	-1.0	-1.6	-6	-4
COc1cccc(OC)c1OCCNC(C)(C)C	-7	2	-22[20 µM]	-6	1.2	0.8	-2.4	1	2
O=C(Nc1cccc2c1CCCC2)c1cc([N+](=O)[O-])cc([N+](=O)[O-])c1	33	4	-34	-15	0.8	0.8	0.96	19	1
COc1cc(OC)cc(C(=O)Nc2ccc([N+](=O)[O-])cn2)c1	14	-2	-21	-14	0.8	-0.2	1	16	-8
O=C(NCc1ccccn1)c1cc2ccccc2oc1=O	-20	2	1[20 µM]	-21	1.9	1.2	-1.7	27	-34
Cc1ccc(C2OCC3(CO2)COC(c2ccc(C)cc2)OC3)cc1 (stereo not drawn)	-17	-8	-23	-12	-0.3	0.5	1.4	-14	-8
Cc1cc(C)c(NC(=S)NC(=O)c2ccc(-c3ccccc3)cc2)c(C)c1	45	9	-1	3	0.5	0.1	1.5	22	-11
O=C(NNC1=Nc2cccc3cccc1c23)c1ccc(Br)cc1	-14	5	-21	60*	0.7	0.7	1.7	30	-5
CCOC(=O)/C(C(C)=O)=C1/OC(=O)c2ccccc21	-10	-5	-17[20 µM]	-14	-0.3	0.6	0.68	12	-5
CCS(=O)(=O)N1CCc2cc(OC)c(OC)cc2C1	5	-1	-28[20 µM]	0	-0.6	-0.7	1.2	18	2
CC(C)Cc1cc(C(=O)Nc2cc(Cl)ccc2Cl)no1	-17	-6	-14	4	0.3	0.4	-0.31	8	-1

Limited to Cl transport mod, TRPML3 agonist and EBV gp42 block, for some of the entries so far:
molecule,Cl transport mod,TRPML3 agonist,EBV gp42 block
Cc1ccc(C2OCC3(CO2)COC(c2ccc(C)cc2)OC3)cc1 (stereo not drawn),1.4,0.5,-12
CC(C)(C)S(=O)(=O)c1cnc(-c2ccc(Cl)cc2)nc1N,1.8,2.3,3
COC(=O)c1ccc(C(=O)OC)c(NS(C)(=O)=O)c1,0.009,0.8,0
CS(=O)(=O)N(CC(=O)NCCSCc1ccccc1)c1ccc2c(c1)OCO2,-0.31,-0.2,-1
COc1cccc(OC)c1OCCNC(C)(C)C,-2.4,0.8,-6

(list continues)
SMILES	m-calpain inh	thrombin 1536	Furin inh	EBV gp42 block	zfTRPN1 agonist	TRPML3 agonist	Cl transport mod	PPC-1+TRAIL kill	TbHK1 inh
O=C(NCc1ccc(F)cc1)C(Cc1ccccc1)n1cccc1 (stereo not drawn)	-8	-1	-10	2	-1.3	-0.7	-2.8	14	1
c1ccc(CN2CCN(c3nc4ccccc4n4cnnc34)CC2)cc1	-1	6	-7	7	0.9	-1.3	-2.6	40	-22
O=C(CN1CCOc2ccccc21)NC1CCN(Cc2ccccc2)CC1	-20	-1	-23	-9	-0.5	0.9	/	21	0
Clc1ccc2oc(-c3ccccc3)cc(=NCCCN3CCOCC3)c2c1	-1	52*	12	-8	-0.1	-1.1	-0.83	0	-33

Source: PubChem BioAssay (several laboratories)
